DAX1 inh-1: NR0B1 (DAX1) inhibition; P51843; HEK293 Gal4-DAX1 luciferase reporter, luminescence; inhibition, % at 6.75 µM; hit rate 0.99% among 340,000; AID 504766;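 active = inhibition above the mean over all tested compounds plus 3 SD, cut at about 4.2% in these data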;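 also: 0% = DAX1-transfected cells with DMSO and 100% = empty-vector control cells with DMSO; inhibition shows as a rise in luminescence from relieved DAX1 repression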
Target sequence (P51843 207-470 limits assumed): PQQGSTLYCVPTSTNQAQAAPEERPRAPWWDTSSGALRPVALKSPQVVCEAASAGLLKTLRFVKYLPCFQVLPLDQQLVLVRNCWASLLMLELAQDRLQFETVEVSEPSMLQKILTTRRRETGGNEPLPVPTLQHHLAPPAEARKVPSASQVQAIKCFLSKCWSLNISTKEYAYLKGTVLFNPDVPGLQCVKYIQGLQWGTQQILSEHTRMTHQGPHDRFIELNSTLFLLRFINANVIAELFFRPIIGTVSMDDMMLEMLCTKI
DAX1 inh-2: inhibitors of DAX1 repression of SF-1 activated StAR promoter | HEK293T StAR-luciferase reporter, SF-1/DAX-1 repression relief | inhibition, % at 6.8 µM | hit rate 1.1% among 370,000 | AID 652010;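 active = inhibition above the mean over all tested compounds plus 3 SD, cut at about 3.6% in these data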;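 also: 0% = DAX-1 cells with DMSO and 100% = cells lacking DAX-1 with DMSO; higher inhibition means more luminescence from relief of DAX-1 repression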
PG9 binder: binds the HIV-1 gp120 antibody PG9 | inhibition, % at 6.7 µM | hit rate 0.43% among 360,000 | AID 624416 | TR-FRET gp120-PG9 antibody binding; in the data active = inhibition above about 8.5%
ssDAF-12 act: S. stercoralis DAF-12 activation, primary screen | HEK293 ssDAF-12/GRIP1 lit1-tk-luc reporter, luminescence; % of 3 µM dafachronic acid response | activation, % at 6.8 µM | hit rate 1% among 370,000 | AID 652126;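 active = activation above the mean over all tested compounds plus 3 SD, cut at about 0.9% in these data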;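 also: 0% = DMSO-only wells and 100% = 3 µM delta7-dafachronic acid wells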
hgDAF12 agonist: agonists of H. glycines DAF-12 nuclear receptor. HEK293 GAL4-hgDAF12 UAS-luciferase reporter, agonist luminescence; normalized to butyrate control. activation, % at 6.8 µM. hit rate 1.8% among 370,000. AID 687014;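 active = activation above a cutoff set at the mean of all screened compounds plus 3 SD, cut at about 10% in these data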;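 also: 0% = DMSO wells and 100% = sodium butyrate wells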
SMARCA2 activ: SMARCA2 function activation, primary screen; hit rate 1% among 370,000; MG213 cells, MMTV-luciferase reporter, dexamethasone, overnight; activation, % at 9.1 µM; in the data active = activation above about 7.8%;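 also: 0% = vehicle wells and 100% = reference activator wells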
PLCb3 inh: blocks human PLC-beta3 enzyme activity; Purified PLC-beta3, fluorogenic substrate, fluorescence; inhibition, % at 12.2 µM; hit rate 0.18% among 370,000; AID 720704; in the data active = inhibition above about 11%;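 also: 0% = median of compound wells on plate and 100% = full blocker control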
Rev-erbA mod: modulates human Rev-erb alpha binding to DNA. AID 1259318. P20393. Rev-erbα–FITC-DNA binding, fluorescence polarization, 90 min. activity, % at 10 µM. hit rate 0.79% among 370,000;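 active = activity above about 14%, limit read from the data; passing the limit was not always enough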;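 also: 0% = DMSO wells with 35 nM protein and 100% = DMSO wells with 750 nM protein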
sPLA2-III inh: Inhibits HGIII-sPLA2 liposome hydrolysis, primary screen; hit rate 0.56% among 370,000; QFRET BODIPY PC-A2 liposome hydrolysis, fluorescence; Q9NZ20; inhibition, % at 12.2 µM;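 active = inhibition above mean plus 3 SD of compounds lying within the high and low control bounds, cut at about 19% in these data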;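 also: 0% = median of test compound wells and 100% = no enzyme DMSO wells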
Target sequence (Q9NZ20 whole entry, looked up): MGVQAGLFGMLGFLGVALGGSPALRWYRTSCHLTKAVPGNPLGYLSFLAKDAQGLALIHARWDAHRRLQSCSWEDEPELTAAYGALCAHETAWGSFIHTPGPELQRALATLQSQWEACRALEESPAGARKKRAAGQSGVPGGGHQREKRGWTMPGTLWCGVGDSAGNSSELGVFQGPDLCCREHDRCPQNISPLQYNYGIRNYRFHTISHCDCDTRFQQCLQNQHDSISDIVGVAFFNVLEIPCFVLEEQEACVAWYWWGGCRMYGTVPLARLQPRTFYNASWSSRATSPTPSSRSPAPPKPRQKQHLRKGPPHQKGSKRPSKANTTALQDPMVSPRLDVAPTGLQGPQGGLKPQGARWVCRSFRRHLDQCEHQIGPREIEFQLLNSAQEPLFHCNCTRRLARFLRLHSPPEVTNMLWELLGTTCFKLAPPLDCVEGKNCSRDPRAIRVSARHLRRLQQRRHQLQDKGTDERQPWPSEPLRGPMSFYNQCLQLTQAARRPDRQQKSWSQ
hcDAF12 agonist: activates DAF-12 receptor from parasite H. contortus | HEK293 hcDAF-12 lit1-tk-luc reporter, luminescence; 0% DMSO, 100% Δ7-dafachronic acid | hit rate 1.4% among 370,000 | activation, % at 6.8 µM;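 active = activation above the mean of all tested compounds plus 3 SD, cut at about 5.5% in these data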;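 also: 100% = response to 3 µM Δ7-dafachronic acid high control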
FXN GAA850 act: activators of GAA850 frataxin (FXN) promoter | hit rate 0.56% among 360,000 | AID 540364 | HEK293 lucGAA850 FXN promoter luciferase reporter, 24 h; percent of 10 µM SAHA response | activation, % at 6 µM;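 active = activation above the average of all compounds screened plus 3 SD, cutoff fixed separately per campaign, cut at about 7.5% in these data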;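 also: 0% = DMSO wells and 100% = 10 µM SAHA wells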
Numbers without * were called inactive; x = not tested or not shown; & = joins results of further samples. Rows were taken by chance. Share with any hit: about 7%.

SMILES	DAX1 inh-1	DAX1 inh-2	PG9 binder	ssDAF-12 act	hgDAF12 agonist	SMARCA2 activ	PLCb3 inh	Rev-erbA mod	sPLA2-III inh	hcDAF12 agonist	FXN GAA850 act
CCOC(=O)c1nnn(CC(=O)Nc2cccc(Cl)c2C)c1C(=O)OCC	-0.2	-0.8	-0.9	-1.0	-0.8	4.1	2.1	-0.2	-8.1	-0.1	-0.7
COc1cccc(C(=O)N/N=C2/SCC(=O)N2CCc2ccc(OC)c(OC)c2)c1	-0.8	-2.0	0.4	-1.6	-0.9	-2.0	1.5	-2.0	-2.6	-2.7	0.2
COc1ccc(CNC(=O)C2CCCN(S(=O)(=O)c3c(C)n[nH]c3C)C2)cc1 (centres undefined)	-1.2	-0.8	-0.1	-0.9	-0.3	-2.4	3.1	-1.6	7.2	-1.6	0.8
CC(=O)Nc1c(C)nn(-c2ccc(C)c(C)c2)c1C	0.4	-0.2	1.3	-0.6	0.4	2.9	2.1	-6.5	6.0	-0.5	0.5
CCOC(=O)c1[nH]c(C)c(C(=O)NCCCN2CCOCC2)c1C	0.8	0.2	-0.5	-1.3	1.3	1.6	-0.9	-3.3	-3.5	-1.6	-1.1
Cc1cccc(OCCOC(=O)C2CCN(S(=O)(=O)c3ccc(C)c(C)c3)CC2)c1	-0.5	-0.5	-2.8	-0.9	-0.3	2.5	0.4	3.0	-16.2	-2.4	1.3
C1=C(CCNc2ncnc3c2cnn3-c2ccccc2)CCCC1	2.6	3.0	-2.1	-0.3	6.7	10.2*	-0.5	-1.5	-1.6	1.6	1.7
CCc1nnc(NC(=O)CCC(=O)Nc2ccc(C)cc2)s1	0.9	0.0	-0.6	-0.8	-0.1	-1.2	-11.5	-0.8	1.2	-0.9	-0.7
Cc1nnc(SCC(=O)Nc2ccccc2F)n(N)c1=O	0.2	-0.5	-2.1	-1.2	0.4	-0.2	-6.1	3.0	2.6	-0.8	0.3
O=c1c2cc3cccnc3nc2ncn1CCc1c[nH]c2ccccc12	x	-3.2	x	-1.3	-3.4	-5.7	-31.2	1.2	-7.4	-2.2	x
COc1ccccc1-c1c(C(F)(F)F)oc2cc(OC(=O)c3ccccc3[N+](=O)[O-])ccc2c1=O	1.3	0.9	2.7	-1.6	-1.4	-2.8	-46.1	-4.0	-1.5	-0.1	-2.2
CN(C)Cc1ccccc1	x	-0.8	-0.8	-0.8	0.3	3.5	2.6	1.1&7.2	-5.9	-2.2	x
COC(=O)[C@]12C(=O)NC[C@H](CN1c1ccc(Cl)c(C)c1)N2C	0.1	-0.3	0.5	-1.4	0.6	-0.8	1.1	-4.8	5.0	-1.7	0.4
Cc1ccn(Cc2n[nH]c(=S)n2Cc2ccccc2)n1	2.4	-0.4	0.0	-0.9	-1.0	2.0	0.5	-3.8	7.4	0.5	-1.6
CC1(C)CC(c2csc(N)n2)CCO1 (centres undefined)	2.0	-0.1	0.4	-0.4	2.5	1.7	1.7	-4.6	1.3	-0.1	-2.2
COc1ccc(N(CC(O)CN2CCOCC2)S(=O)(=O)c2ccc(C)cc2)cc1 (centres undefined)	0.2	-0.1	1.4	-0.9	-2.3	0.1	-3.8	0.6	0.4	-0.4	0.4
CCCn1c(N)c(N(C)C)c(=O)n(CC(=O)Nc2ccc(OC(F)(F)F)cc2)c1=O	1.6	-0.6	-2.7	-1.4	-1.7	0.2	-1.9	2.1	3.4	-0.7	0.8
CC(=O)Nc1ccc2c(c1)Cc1cc(N3C(=O)C=CC3=O)ccc1-2	0.3	-0.1	-0.8	-0.8	4.5	5.3	-10.3	6.0	-1.9	0.3	11.0*
CC(C)c1[nH]nc2c1C1(CCN(Cc3ccccc3)CC1)C(C#N)=C(N)O2	-1.1	-0.5	-0.6	-1.6	-1.3	-3.4	-25.2	-0.2	-5.7	-1.1	1.0
C/C(=N/OC(=O)c1ccc(C(F)(F)F)cc1)c1oc(C)nc1C	1.9	0.0	-0.4	-1.7	-0.6	-1.9	-7.2	0.1	-5.0	-0.7	0.0

Part of the list above in order of heavy-atom count, high to low:
SMILES	DAX1 inh-1	DAX1 inh-2	PG9 binder	ssDAF-12 act	hgDAF12 agonist	SMARCA2 activ	PLCb3 inh	Rev-erbA mod	sPLA2-III inh	hcDAF12 agonist	FXN GAA850 act
COc1ccccc1-c1c(C(F)(F)F)oc2cc(OC(=O)c3ccccc3[N+](=O)[O-])ccc2c1=O	1.3	0.9	2.7	-1.6	-1.4	-2.8	-46.1	-4.0	-1.5	-0.1	-2.2
COc1cccc(C(=O)N/N=C2/SCC(=O)N2CCc2ccc(OC)c(OC)c2)c1	-0.8	-2.0	0.4	-1.6	-0.9	-2.0	1.5	-2.0	-2.6	-2.7	0.2
COc1ccc(N(CC(O)CN2CCOCC2)S(=O)(=O)c2ccc(C)cc2)cc1 (centres undefined)	0.2	-0.1	1.4	-0.9	-2.3	0.1	-3.8	0.6	0.4	-0.4	0.4
CC(C)c1[nH]nc2c1C1(CCN(Cc3ccccc3)CC1)C(C#N)=C(N)O2	-1.1	-0.5	-0.6	-1.6	-1.3	-3.4	-25.2	-0.2	-5.7	-1.1	1.0
O=c1c2cc3cccnc3nc2ncn1CCc1c[nH]c2ccccc12	x	-3.2	x	-1.3	-3.4	-5.7	-31.2	1.2	-7.4	-2.2	x
CCOC(=O)c1[nH]c(C)c(C(=O)NCCCN2CCOCC2)c1C	0.8	0.2	-0.5	-1.3	1.3	1.6	-0.9	-3.3	-3.5	-1.6	-1.1
CC(=O)Nc1c(C)nn(-c2ccc(C)c(C)c2)c1C	0.4	-0.2	1.3	-0.6	0.4	2.9	2.1	-6.5	6.0	-0.5	0.5
CC1(C)CC(c2csc(N)n2)CCO1 (centres undefined)	2.0	-0.1	0.4	-0.4	2.5	1.7	1.7	-4.6	1.3	-0.1	-2.2
CN(C)Cc1ccccc1	x	-0.8	-0.8	-0.8	0.3	3.5	2.6	1.1&7.2	-5.9	-2.2	x

Next structures
SMILES	DAX1 inh-1	DAX1 inh-2	PG9 binder	ssDAF-12 act	hgDAF12 agonist	SMARCA2 activ	PLCb3 inh	Rev-erbA mod	sPLA2-III inh	hcDAF12 agonist	FXN GAA850 act
Cn1c(N)c(C(=O)CSc2ccccn2)c(=O)n(C)c1=O	1.1	1.4	-1.2	-0.5	2.7	-0.6	0.3	-5.2	1.8	-1.0	2.4
O=C(COc1ccc2c3c(c(=O)oc2c1)CCCC3)N1CCN(c2ccccc2)CC1	0.6	-5.1	2.3	-1.1	-0.6	-1.2	-65.0	0.5	4.6	-2.0	-0.8
COC(C[C@H]1O[C@@H]1C(=O)[C@H](C)OCc1ccccc1)OC	1.0	0.0	-0.1	-1.3	1.7	1.9	-1.5	-2.5	3.1	-0.3	2.3
CCOc1ccc(CCNC(=O)COC(=O)/C=C/c2ccc(OCC#N)c(OC)c2)cc1OCC	-0.1	0.1	2.6	-1.7	-1.9	1.5	-2.7	-1.5	15.7	1.5	-0.3
Cc1ccc(OCc2ccc(C(=O)NNC(=S)NCC3CCCO3)o2)c([N+](=O)[O-])c1 (centres undefined)	1.1	2.5	-2.2	-1.5	2.8	-0.5	-4.0	-7.5	7.9	-0.7	0.9
CCOc1ccc(/C=N/NC(=O)CCC(=O)Nc2ccc(F)cc2)cc1	0.0	0.1	0.4	-0.8	2.1	3.5	2.0	3.9	-3.1	0.6	2.2
C/C(=N/NC(=O)c1ccc(C)s1)c1cccnc1	-0.4	1.0	-1.7	-0.6	4.0	2.1	-15.3	-2.6	-0.6	0.2	3.9
O=C(CN1CCC(c2nc3ccccc3s2)CC1)NCc1ccccc1	0.1	-2.0	0.6	-1.1	-0.8	-3.8	-4.8	-3.5	-17.8	-1.2	-0.6
COc1cccc(Nc2ncnc3c2cnn3C)c1	0.5	0.5	0.9	-1.6	0.7	0.9	-4.4	-2.8	8.7	1.7	1.3
CCOC(=O)c1csc(NC(=O)c2cccs2)n1	1.5	8.7*	-0.6	0.1	9.6	0.8	-8.2	-0.2	1.9	4.0	1.7
O=S(=O)(c1ccccc1)N(CC(O)CN1CCCC1)c1ccccc1 (centres undefined)	0.3	-0.3	0.2	-1.3	-1.7	-1.1	-10.4	3.1	10.9	0.3	-3.5
Cc1ccc(CNC(=O)CN2c3cccc4cccc(c34)S2(=O)=O)cc1	-0.9	-1.0	0.9	-1.1	-0.4	-0.6	-396.2	-6.9	-6.7	0.3	0.5
Nc1ccc(N2CCN(C(=O)c3ccco3)CC2)cc1	-0.8	-1.1	-7.5	-1.5	-1.8	-3.4	-5.9	-8.7	-6.2	2.0	1.0
COc1ccccc1NC(=O)c1cc(C(=O)Nc2ccccc2OC)n(C)n1	-0.1	0.0	-0.6	-1.9	-0.6	-2.2	-9.6	0.6	2.9	-2.3	-0.7
CC(C)CN1CN(S(=O)(=O)c2cccs2)c2nc3ccccc3nc21	x	-0.5	-0.4	-1.0	-0.6	1.4	-6.4	0.5	5.7	-0.7	x
COC(=O)COc1ccc(S(=O)(=O)Nc2ccc(NC(C)=O)cc2)cc1C	-0.6	-0.2	1.6	-1.6	0.1	-3.1	0.3	2.5	8.0	-0.2	-2.7
Cc1c(C(=O)O)sc2ncn(C)c(=O)c12	0.1	-0.3	-0.3	-0.8	-0.8	-8.5	6.6	-1.4	6.9	-0.9	-0.5
O=S(=O)(c1ccccc1)c1nc(-c2ccco2)oc1NCCN1CCOCC1	0.5	0.8	1.4	-1.5	-1.4	-2.0	-6.0	-5.3	1.0	0.3	-2.2
O=C1CC(c2cc(-c3ccccc3)no2)C1	2.4	1.6	0.1	-0.6	10.0	9.7*	1.7	5.0	2.9	5.2	3.7
CC(=O)Nc1ccc(N2CCN(Cc3ccccc3)CC2)cc1	-0.1	0.1	-2.8	-1.1	-0.8	-0.4	-5.2	2.0	7.3	-0.3	1.6
C=CCn1c(C)cc(C2=NNC(=NCC)SC2)c1C	-6.7	-4.0	-3.4	-3.7	-20.8	-9.9	-45.2	-4.7	-2.5	-8.6	-15.6
COc1ccc(-n2c(=O)cc(N3CC(C)OC(C)C3)[nH]c2=O)cc1 (centres undefined)	-0.1	0.3	-2.4	-1.6	-1.4	2.7	4.4	4.7	-1.0	-1.4	2.1
CC(C)c1ccc(CNNC(=O)c2ccccc2)cc1	0.5	0.3	-0.7	-0.8	7.7	3.9	-4.8	-3.2	11.2	2.6	4.0
CCOC(=O)[C@H]1[C@H]2COc3ccccc3[C@@H]2N2C(=O)CN(CC3CCCO3)C(=O)[C@@]12C (some centres undefined)	0.8	0.8	-1.5	-0.1	-1.1	0.0	4.6	4.5	7.7	0.4	0.5
